# TrxR1 substrate: is turned over as a substrate by rat TrxR1; purified TrxR1 substrate turnover, NADPH consumption readout; 390,000 compounds, 0.01% hits; AID 588456; O89049; Potency, µM (series often up to 114 µM), inactives show at the highest dose activity change, negative = substrate turnover; note: potency is the fitted concentration of half-maximal effect; % is set by controls: 0 for no effect and ±100 for the full control effect; nearly all actives have a fitted effect of over 50% in size
#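 Rat TrxR1, dispensed at 90 nM, was prereduced with 400 uM NADPH (final) for 5 min at ~22 deg C, then incubated with compound 15 min before 400 uM selenite. A first-read NADPH fluorescence drop versus no-compound background flagged substrates.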
# TrxR1 inh: inhibitors of rat thioredoxin reductase 1 | Potency, µM (highest dose often 114 µM), inactives show at the highest dose activity change, negative = inhibition, usual class: inhibitors | 390,000 compounds, 1% hits | recombinant rTrxR1, NADPH fluorescence consumption, selenite substrate; note: potency is the fitted concentration of half-maximal effect; % is set by controls: 0 for no effect and ±100 for the full control effect; nearly all actives have a fitted effect of over 65% in size
#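 Rat TrxR1 (90 nM in the dispensed reagent) was pre-reduced with 400 uM NADPH for 5 min at room temperature, then incubated with compound for 15 min. After 400 uM selenite was added, NADPH fluorescence (Ex 340/Em 450 nm) was followed for 8 min.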
# LDHA block: inhibitors of human lactate dehydrogenase A; P00338; purified LDHA, NADH/diaphorase-resazurin fluorescence; stronger effect = lower value; activity change, % (values are at about 110 or 230 µM); 480,000 compounds, 0.15% hits; AID 1347041; in the data active = activity change below about -30%; inconclusive = mostly about -25% to -30%;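 note: plate controls were DMSO wells for no effect and wells without enzyme for full effect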
#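 Human LDH5 at 2 nM final in Tris HCl pH 7.4 with 0.06 mM NADH and 0.2 mM pyruvate, reacted 5 minutes at room temperature. Remaining NADH coupled via diaphorase/resazurin; resorufin fluorescence read at 0 and 20 minutes, normalized to enzyme-free and DMSO wells.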
# IDH1 R132H inh: blocks human mutant IDH1 R132H enzyme. IDH1-R132H enzyme, NADPH consumption, diaphorase/resazurin fluorescence. Potency, µM (titrated, usually from 76.6 µM), for inactives: top-dose activity change, negative = inhibition, usual class: inhibitors. 390,000 compounds, 0.093% hits. AID 602179; note: potency is the fitted concentration of half-maximal effect; % is set by controls: 0 for no effect and ±100 for the full control effect; nearly all actives have a fitted effect of over 65% in size
#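 IDH1-R132H (0.5 ug/mL dispensed) in pH 7.5 Tris buffer was preincubated 30 min with compound, then given a substrate mix of 0.016 mM NADPH and 2 mM alpha-KG for 80 min at room temperature; remaining NADPH was read by diaphorase/resazurin fluorescence.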
# RGS4 inhibitor: inhibitors of human regulator of G protein signaling 4; AID 504845; Potency, µM (top dose mostly 114 µM), inactives show at the highest dose activity change, negative = inhibition, actives largely listed as inhibitors; Transcreener GDP fluorescence polarization, RGS4-accelerated GTP hydrolysis; 390,000 compounds, 0.039% hits; note: potency is the fitted concentration of half-maximal effect; % is set by controls: 0 for no effect and ±100 for the full control effect; nearly all actives have a fitted effect of over 75% in size; some results filed as inactive show a strong effect at the top dose
# Target sequence (P49798 whole entry, looked up): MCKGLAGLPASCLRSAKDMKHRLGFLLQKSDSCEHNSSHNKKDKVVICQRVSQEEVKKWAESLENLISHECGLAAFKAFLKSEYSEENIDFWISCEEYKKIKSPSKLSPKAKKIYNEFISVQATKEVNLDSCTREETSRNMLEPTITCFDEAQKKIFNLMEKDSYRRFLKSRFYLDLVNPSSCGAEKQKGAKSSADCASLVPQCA
#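 MLSMR compounds (23 nl, pin-transferred) preincubated 10 min at room temperature with a 500nM (2x) first reagent, then RGS4 at 900nM (2x) plus Transcreener GDP mix added; fluorescence polarization (620/688 nm) read before and after 90 min at 30 °C.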
# GRP78 ERSR act: ER stress response induction in glioma; AID 602332; 420,000 compounds, 0.02% hits; U87-MG GRP78 promoter luciferase reporter, 16 h; Potency, µM, inactives show at the highest dose activation, actives largely listed as activators; note: potency is the fitted concentration of half-maximal effect; series mostly up to about 76 µM; % of control where 0% means no effect; nearly all actives have a fitted effect of over 35% in size
#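 Stably transfected U87-MG glioma cells carrying a GRP78-based luciferase sensor; 16 h compound incubation. Luminescence end-point read 10 min after Bright-Glo addition at room temperature.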
# USP1-UAF1 inh: USP1/UAF1 (human) deubiquitinase inhibition. O94782. recombinant USP1/UAF1, Ub-Rhodamine cleavage fluorescence. Potency, µM (top dose mostly 57.1 µM), inactives show top-dose activity change, negative = inhibition, most hits filed as inhibitors. 390,000 compounds, 0.23% hits. AID 743255; note: potency is the fitted concentration of half-maximal effect; % is set by controls: 0 for no effect and ±100 for the full control effect; nearly all actives have a fitted effect of over 60% in size; inactives centre near -12
# Target sequence (O94782 whole entry, looked up): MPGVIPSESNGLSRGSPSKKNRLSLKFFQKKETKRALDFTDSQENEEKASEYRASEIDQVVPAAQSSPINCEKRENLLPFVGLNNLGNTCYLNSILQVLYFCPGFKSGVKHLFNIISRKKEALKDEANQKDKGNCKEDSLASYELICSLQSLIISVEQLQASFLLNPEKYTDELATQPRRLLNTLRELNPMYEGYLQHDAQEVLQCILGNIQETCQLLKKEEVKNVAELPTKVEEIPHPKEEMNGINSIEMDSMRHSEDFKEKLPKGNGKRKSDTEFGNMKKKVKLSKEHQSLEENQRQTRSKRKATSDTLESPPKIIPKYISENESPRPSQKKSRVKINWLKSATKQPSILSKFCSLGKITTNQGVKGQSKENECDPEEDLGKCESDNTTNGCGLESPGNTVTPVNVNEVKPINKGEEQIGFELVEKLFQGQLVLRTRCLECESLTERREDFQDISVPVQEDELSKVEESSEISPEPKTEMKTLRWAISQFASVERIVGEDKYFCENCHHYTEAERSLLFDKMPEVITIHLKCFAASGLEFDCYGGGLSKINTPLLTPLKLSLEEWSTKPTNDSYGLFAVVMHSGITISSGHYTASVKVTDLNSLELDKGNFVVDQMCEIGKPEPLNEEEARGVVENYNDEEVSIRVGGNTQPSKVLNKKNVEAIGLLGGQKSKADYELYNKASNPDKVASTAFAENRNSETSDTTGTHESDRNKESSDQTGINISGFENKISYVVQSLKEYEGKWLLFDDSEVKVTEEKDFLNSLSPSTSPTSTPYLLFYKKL
#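 Step one: compound is pinned into 1nM USP1/UAF1 in HEPES pH 7.8 buffer with TCEP. Step two: 15 min room-temperature incubation. Step three: Ub-Rho (150nM final) starts cleavage, tracked by fluorescence over six one-minute reads.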
# Vif-APOBEC3F blk: inhibitors of Vif-A3F interaction; HeLa A3F-eYFP + Vif (tagged APOBEC3F with the HIV-1 protein that degrades it), YFP fluorescence increase; Potency, µM (doses to about 46.1 µM), for inactives: at the top dose activity, negative = active; 390,000 compounds, 0.2% hits; AID 602313; note: potency is the fitted concentration of half-maximal effect; % of control where 0% means no effect; nearly all actives have a fitted effect of over 65% in size
#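 HeLa cells stably expressing Vif plus C-terminally eYFP-tagged A3F were seeded, incubated overnight at 37 deg C, dosed with compound, incubated overnight again at 37 deg C. Yellow fluorescence (Ex 488/Em 500-530) reported blocked Vif-mediated A3F-eYFP degradation.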
# Vif-APOBEC3G blk: Vif-A3G binding inhibition; Q9HC16; HeLa A3G-eYFP + Vif (tagged APOBEC3G with the HIV-1 protein that degrades it), YFP fluorescence, overnight; Potency, µM (series often up to 46.1 µM), inactives show top-dose activity, negative = active, most hits filed as inhibitors; 410,000 compounds, 0.076% hits; AID 602310;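 note: potency is the fitted concentration of half-maximal effect; % is set by controls: 0 for no effect and ±100 for the full control effect; nearly all actives have a fitted effect of over 60% in size; hits raise eYFP signal because A3G escapes Vif-driven loss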
#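 Read-out is eYFP fluorescence (Ex 488/Em 500-530) from Vif-expressing HeLa A3G-eYFP cells; more signal means A3G escaped Vif-mediated degradation. Cells plated overnight, compound pinned in, incubated overnight at 37 deg C.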
# Starred values were filed as active, the others as inactive; ? = inconclusive; & = joins results of further samples; [ ] = another dose, or the depositor's remark. Unless noted, calls come from the whole dose curve; as a rule, active = well fitted curve in the direction sought with a large enough effect; inconclusive = small, poorly fitted or top-dose-only effect, or another doubt; inactive = no such curve, though single readings can be large; an effect the other way counts as inactive or inconclusive. The list is partial, so the mix of outcomes need not match the whole.
SMILES	TrxR1 substrate	TrxR1 inh	LDHA block	IDH1 R132H inh	RGS4 inhibitor	GRP78 ERSR act	USP1-UAF1 inh	Vif-APOBEC3F blk	Vif-APOBEC3G blk
O=C(Cc1ccccc1)Nc1ccc2c(c1)OC1(CCCC1)O2	-5.9%	-10.1%	9.6	6.1%	-43.3%	3.8%	-11.7%	-1.1%	-2.4%
O=C1CC(c2ccc(F)cc2)Cc2nc(NCc3ccco3)ncc21 (stereo not given)	9.5%[57.1 µM]	15.5%[57.1 µM]	-5.3	3.1%	20.9%	-0.4%	-1.1%	-5.8%	0.3%
COCC(=O)Nc1ccc(N2CCOCC2)c(S(=O)(=O)Nc2ccccc2OC)c1	-7.9%	-3.5%	2.6	-16.8%	?	0.1%	-1.6%	-2.5%	-1.3%
CC(C(=O)Nc1ccccc1-c1ccccc1)N1CCN(S(=O)(=O)c2ccccc2)CC1 (stereo not given)	-10.5%	-10.2%	-3.7	-3.4%	17.9%	-5.5%	-8.0%	-0.5%	-7.1%
Cc1ccn2c(=O)c(C(=O)NCCN3CCOCC3)c(O)nc2c1	10.5%	21.0%	1.2	0.5%	-0.7%	-3.6%	-4.8%	-8.3%	0.8%
Cc1ccc(C(=O)NCCS(=O)(=O)N2CCN(c3ccccc3F)CC2)cc1[N+](=O)[O-]	-6.8%	-3.2%	-4.9	-6.3%	-42.9%	-0.1%	-8.2%	-4.9%	2.5%
COc1ccccc1NC(=O)COC(=O)C1CC2C=CC1C2 (stereo not given)	-3.8%[57.1 µM]	7.6%[57.1 µM]	-3.7	-2.0%	-3.4%	-2.8%	-8.1%	1.3%	-0.5%
c1ccc(-c2n[nH]nc2-c2ccccc2)cc1	-6.5%	5.3%	-5.6	3.2%	-2.5%	-2.8%	-1.7%	-0.8%	-3.2%
CCN1CCN(c2cc(C)c3cc(NC(=O)CCC(=O)Nc4ccc(OC)cc4OC)ccc3n2)CC1	12.9%[57.1 µM]	3.6%[57.1 µM]	2.6	2.1%	-24.2%	-4.1%	2.0%	-22.6%	2.3%
CCN1CCN(C(=O)c2ccc3c(=O)n(C4CCCC4)c(=S)[nH]c3c2)CC1	-5.1%	-7.9%	1.5	-2.2%	-4.3%	-5.8%	-14.4%	-0.3%	1.0%
Cc1nc(SCC(=O)N2CCOCC2)c2c(=O)n(C)c(=O)n(CC(C)C)c2n1	7.4%[57.1 µM]	11.6%[57.1 µM]	-7.1	2.4%	11.7%	-4.5%	-14.6%	-7.0%	1.9%
O=c1c(C(c2ccc(F)cc2)c2c(O)nc3n(c2=O)CCCS3)c(O)nc2n1CCCS2	-4.4%	14.1µM*	1.1	1.3%	-4.3%	-5.0%	-10.1%	0.6%	-0.1%
O=C(Nc1cnn(Cc2ccc(F)cc2)c1)c1cc(-c2ccco2)on1	20.2%	11.9%	-3.5	-5.5%	4.0%	2.5%	2.0%	-8.5%	-3.9%
CC(C)CNC(=O)Cn1nc(C(F)(F)F)c2c1CCCC2	1.5%	11.2%	-0.8	2.7%	11.4%	-2.6%	-18.2%	-4.4%	-2.6%
O=C(Nc1cn(-c2ccccc2)nc1-c1cccs1)c1ccco1	9.4%[57.1 µM]	9.1%[57.1 µM]	-3.7	4.1%	-41.8%	4.4%	-18.8%	1.3%	-9.7%
CCOc1ccc(N(C)S(=O)(=O)c2cc(-c3cc(C)no3)ccc2C(C)C)cc1	-10.5%	-11.8%	2.1&8.0	-7.7%	16.1%	0.2%	-16.1%	1.9%	-6.7%
O=C(Nc1ccc(N2CCC(N3CCCCC3)CC2)c(C(=O)O)c1)c1ccccc1	-8.0%[57.1 µM]	-1.8%[57.1 µM]	-3.0	?	24.0%	0.3%	?	0.1%	0.1%
O=C(Nc1nccs1)[C@@H]1CCCN1C(=O)c1cccs1	6.6%	18.5%	-4.1	-4.3%	-8.3%	-3.5%	-14.2%	-21.1%	-3.0%
CCc1ccc2oc(C(=O)Nc3nc(-c4ccccc4)ns3)c(C)c2c1	5.5%	27.5%	3.0	0.8%	-5.9%	-3.2%	-3.2%	-15.2%	3.5%
CCn1nc(C)cc1C(=O)N1CCc2c([nH]c3ccccc23)C1c1cc(F)ccc1F (stereo not given)	0.6%[57.1 µM]	1.3%[57.1 µM]	-5.6	2.2%	1.2%	0.1%	-18.4%	-14.2%	-14.3%
CSc1nsc(SC)c1NC(=O)OCc1ccccc1	1.6%	8.7%	2.6	0.6%	-9.1%	-0.3%	-3.9%	-1.8%	1.6%
CC(C)C(NC(=O)c1ccccc1)C(=O)N1CCN(C/C=C/c2ccccc2)CC1 (stereo not given)	2.4%	-1.2%	0.3	-10.2%	14.4%	-2.2%	-12.6%	1.5%	-6.0%
Cc1cc(C)cc(OCc2nnc(SCC(=O)OC3CCCCC3)o2)c1	34.4%[activator]	38.4%[activator]	-0.3	8.3%	-9.0%	-3.4%	-23.4%	4.1%	-2.1%
O=C(OCC(=O)N1CCc2ccccc2C1)c1ccc(F)cc1Cl	-9.3%	-5.0%	-4.9	9.8%	35.7%	2.7%	-0.9%	-6.8%	-0.4%
CC1CCC2C(=O)N(c3ccc(C(=O)Oc4cccc5cccnc45)cc3)C(=O)C2C1 (stereo not given)	-2.4%[57.1 µM]	23.4%[57.1 µM]	27.3	8.5%	-31.8%	-1.8%	-24.0%	?	?
COC(=O)Cc1ccc(N(Cc2ccccc2F)S(=O)(=O)c2ccc(Cl)cc2)cc1	-4.1%[57.1 µM]	12.1%[57.1 µM]	-6.0	7.6%	9.4%	-3.3%	-15.6%	-1.9%	2.2%
O=C(CCC(=O)c1ccc(Oc2ccccc2)cc1)Nc1cccc(Cl)c1	-0.9%[57.1 µM]	5.5%	-4.7	2.8%	7.1%	-4.7%	-8.9%	12.8%	0.2%
CCOc1ccc(-n2c(SCc3nc(-c4cccs4)no3)nnc2-c2ccncc2)cc1	5.7%	3.5%	-2.2	5.2%	4.9%	-1.8%	19.7%	-5.5%	-1.5%
Cc1cc(S(=O)(=O)N2CCCOC2CNC(=O)C(=O)NCc2cccs2)ccc1F (stereo not given)	2.2%	7.9%	-1.0	3.3%	-17.2%	-4.1%	-0.1%	4.0%	-11.1%
Cc1onc(-c2ccccc2)c1C(=O)Nc1nnc(C(C)C)s1	2.7%	21.3%	-4.7&-6.0	-1.4%	0.1%	3.7%	-23.0%	-15.3%	-13.9%
O=C(c1cc(COc2ccc(F)c(F)c2)on1)N1CCOCC1	5.1%[57.1 µM]	2.2%[57.1 µM]	-0.4	7.7%	7.5%[56.9 µM]	11.8%	-1.5%	-4.4%	-2.7%
COc1ccc2[nH]cc(CCNC(=S)NC3CCCC3)c2c1	8.1%	7.2%[57.1 µM]	-7.3	3.7%	-6.8%	-0.2%	-8.7%	5.7%	-5.9%
Cc1ccc(OCc2cn3cccnc3n2)cc1	-0.5%	-7.5%	-8.9	0.5%	23.2%	-1.0%	-4.7%	3.8%	5.1%
CCCC(=O)c1ccc(N2CCCCC2)c(F)c1	1.4%	6.6%	-2.5	9.9%	1.3%[11.4 µM]	7.5%	-9.8%	1.1%	0.5%
Cc1ccc(NC2CCCN(C(=O)CCn3nccc3C)C2)cc1C (stereo not given)	1.2%	?	21.0	11.9%	-28.9%	-0.2%	-12.9%	11.4%	0.8%
O=C(CCn1c(=O)oc2ccccc21)NCCN1CCc2ccccc2C1	4.3%	10.8%	2.0	0.4%	9.1%	-0.5%	-24.9%	2.8%	1.5%
S=C1NCCc2ccc(Cl)cc2C1c1ccccc1Cl (stereo not given)	-3.0%	-11.0%	-10.6	14.6%	-7.7%	-2.2%	-18.1%	-5.6%	-0.9%
CCOc1ccc(Br)cc1C(=O)N/N=C/c1cccnc1	2.9%	9.8%	0.4	-2.4%	-17.6%	0.9%	-16.8%	-9.4%	3.6%
Clc1ccc(C#Cc2cccnc2)cc1	5.8%[57.1 µM]	4.1%[57.1 µM]	-8.9	-11.4%	-23.2%	8.7%	-11.2%	6.7%	-11.1%
CCc1n[nH]c(=S)n1/N=C/C(C)=C\c1ccccc1	-0.6%	-11.7%	-2.7	-4.9%	-38.6%	0.1%	-24.5%	-6.5%	-7.6%
Cc1ccc(C)c(NC(=O)N2CCN(C(=O)c3nsc4ccccc34)CC2)c1	4.4%[57.1 µM]	1.9%[57.1 µM]	-2.8	5.2%	13.5%	-1.3%	12.0%	3.0%	4.5%
CCc1c(O)nc(SCC(=O)Nc2nc3ccccc3s2)n(C2CCCCC2)c1=O	-9.3%	12.2%	-3.5	0.0%	-24.3%	-2.2%	-11.9%	-0.2%	-7.3%

# Source: PubChem (National Center for Advancing Translational Sciences (NCATS))
